HSP90 refold inh: blocks HSP90-mediated luciferase refolding in reticulocyte lysate; hit rate 0.91% among 290,000; Rabbit reticulocyte lysate, luciferase refolding luminescence, 3 h; AID 1789; inhibition, % at 5.6 µM;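 active = inhibition above the screen-wide mean plus 3 SD, computed separately per campaign, cut at about 16% in these data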;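 note: 0% = DMSO wells and 100% = 60 µM geldanamycin wells; inhibitors lower the luminescence because luciferase stays unfolded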
Platelet DG rel: modulates dense granule release in human platelets. human platelet-rich plasma, SFLLRN dense granule ATP release, luminescence. inhibition, %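 (compounds screened at 7.5 µM in platelet-rich plasma)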. hit rate 0.22% among 300,000;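 active = mean replicate score, as percent of positive control, at or above 50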
SKKanGAS inh: blocks kanamycin growth of S. pyogenes SKKanGAS strain | hit rate 1.3% among 300,000 | BacTiter-Glo, 6 h | AID 1662 | inhibition, % at 7.5 µM;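 active = mean replicate score, as percent of positive control median, at least 50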;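 note: strain carries kanamycin resistance gene driven by streptokinase promoter and grows in 40 µg/ml kanamycin; loss of luminescence reflects streptokinase promoter inhibition or plain growth inhibition; 0% = median of DMSO wells and 100% = positive control at its reference dose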
AI-2 QS modul: modulates the Vibrio harveyi AI-2 quorum sensing system; Vibrio harveyi JMH597 AI-2 luminescence/OD600 ratio, 9 h; active compounds read low; strain lacks LuxN and CqsS sensors; 0 = neutral-control median; activity change, % at 7.5 µM; hit rate 0.4% among 300,000; AID 2094; in the data active = activity change below about -75%, passing the limit was not always enough;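 note: luminescence divided by OD600 gain over 9 h not by final OD600 alone; inactives centre near 13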
IEC-6 cytotox: kills IEC-6 intestinal cells in KLF5 counter-screen | IEC-6 cytotoxicity, luminescence viability | inhibition, % at 5 µM | hit rate 0.78% among 290,000 | AID 1825; in the data active = inhibition above about 22%;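 note: 0% = plate median of test compound wells and 100% = cytotoxic reference compound wells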
HSF1 inhib: HSF1 inhibition; NIH3T3-HGL HSE-luciferase, MG132-induced, luminescence 8 h; active compounds read low; activity change, negative = inhibition, % at 7.5 µM (by protocol); hit rate 0.77% among 300,000; AID 2098;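 active = more than half of replicate wells show activity change below -50%, luminescence cut by over half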;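 note: luciferase reports HSF-1 transcriptional activity via heat shock element; 0% = median of DMSO wells and -100% = zero luminescence signal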
HSF1 activator: increases HSF-1 driven luciferase reporter signal; activation, % at 9 µM; hit rate 1.7% among 300,000; NIH3T3-HGL HSF-1 luciferase reporter, MG132, 8 h; 100% = twice DMSO control signal;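 active = mean replicate activation of at least 50% with a set share of replicates each reaching 50%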;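 note: 0% = median of the neutral control wells and 100% = twice that signal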
HIF activator: HIF pathway transcriptional activation. U2OS HRE-luciferase reporter, luminescence; normalized: DMSO 0%, desferrioxamine 100%. activation, % at 7.5 µM (by protocol). hit rate 0.32% among 300,000. AID 1910;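 active = mean activation of at least 10% of the iron chelator positive control signal, with at least half of replicates also reaching 10%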
KLF5 inh: inhibitors of KLF5 expression. inhibition, % at 5 µM. DLD-1 KLF5 promoter-luciferase reporter, luminescence. hit rate 0.23% among 290,000;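 active = inhibition above a per-plate limit of that plate's mean compound inhibition plus 3 SD, cut at about 60% in these data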;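 note: 0% = DMSO wells and 100% = LY294002 at 200 µM; higher means less KLF5 promoter-driven luciferase light; inactives centre near -14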
aSyn 5UTR inh: 5' untranslated region of α-synuclein, MLPCN primary screen | alpha-synuclein 5'UTR reporter, inhibitor activity | inhibition, % (tested at 7.5 µM) | hit rate 0.82% among 300,000; in the data active = inhibition above about 60%;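 note: H4 neuroglioblastoma cells stably carrying SNCA 5'UTR luciferase fusion; 0% = DMSO wells and 100% = positive control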
An asterisk follows results filed as active.

For COc1ccc(C(C)NC(=O)c2ccoc2C)cc1OC (stereo not given) the results were HSP90 refold inh -2, Platelet DG rel 3, SKKanGAS inh -1, AI-2 QS modul 29, IEC-6 cytotox -3, HSF1 inhib 8, HSF1 activator -13, HIF activator -0.6, KLF5 inh -8 and aSyn 5UTR inh 16.
Cc1nc(Nc2nc3c(c(=O)[nH]2)CCC3)nc2ccccc12 was read as Platelet DG rel 1, SKKanGAS inh 23, AI-2 QS modul 27, HSF1 inhib 18, HSF1 activator 27, HIF activator 0.4 and aSyn 5UTR inh 126*.
For Cc1cc2ncn(S(=O)(=O)N3CCCCC3)c2cc1C the results were HSP90 refold inh -2, Platelet DG rel 0, SKKanGAS inh 7, AI-2 QS modul 5, IEC-6 cytotox 12, HSF1 inhib 19, HSF1 activator 21, HIF activator -0.3, KLF5 inh -20 and aSyn 5UTR inh 32.
Screening COc1ccc(OCC(O)CNS(=O)(=O)c2cccc(Cl)c2)cc1 (stereo not given) returned HSP90 refold inh 3, Platelet DG rel 0, SKKanGAS inh -4, AI-2 QS modul 11, IEC-6 cytotox 8, HSF1 inhib -7, HSF1 activator -2, HIF activator -0.3, KLF5 inh 16 and aSyn 5UTR inh 6.
Screening Cc1ccc(C)c(S(=O)(=O)N(C(=O)c2ccncc2)c2ccc(OC(=O)c3ccncc3)cc2)c1 returned HSP90 refold inh 3, Platelet DG rel -1, SKKanGAS inh 20, AI-2 QS modul 5, IEC-6 cytotox 3, HSF1 inhib 4, HSF1 activator -11, HIF activator 0.8, KLF5 inh -16 and aSyn 5UTR inh 2.
`COC(=O)C(NC(=O)c1ccc(C)cc1)(Nc1cccc(C)n1)C(F)(F)F` (stereo not given) gave HSP90 refold inh 1, Platelet DG rel -1, SKKanGAS inh 2, AI-2 QS modul 7, IEC-6 cytotox 0, HSF1 inhib -7, HSF1 activator 7, HIF activator -0.6, KLF5 inh 0 and aSyn 5UTR inh 1.
For Cc1ccc(C)c(OCc2cc(C(=O)NC3CCN(Cc4ccccc4)CC3)no2)c1 the results were HSP90 refold inh 0, Platelet DG rel -6, SKKanGAS inh 0, AI-2 QS modul 13, IEC-6 cytotox 1, HSF1 inhib 10, HSF1 activator 16, HIF activator 0.4, KLF5 inh -41 and aSyn 5UTR inh 1.
Screening CCN(CC)CCCn1c(=S)[nH]c2ccc(Cl)cc2c1=O returned HSP90 refold inh 0, Platelet DG rel 3, SKKanGAS inh -4, AI-2 QS modul 24, IEC-6 cytotox -1, HSF1 inhib -8, HSF1 activator 0, HIF activator -0.6, KLF5 inh -17 and aSyn 5UTR inh 3.
`Cc1cccc(C)c1NC(=O)CN(C)C(=O)c1cccc(S(=O)(=O)N2CCN(C)CC2)c1` gave Platelet DG rel 11, SKKanGAS inh -7, AI-2 QS modul 12, HSF1 inhib -11, HSF1 activator -19, HIF activator 0.3 and aSyn 5UTR inh 2.
For CC1CCC(NC(=O)C2c3ccccc3C(=O)N2CCCN2CCOCC2)CC1 (stereo not given) the results were HSP90 refold inh 0, Platelet DG rel 4, SKKanGAS inh 0, AI-2 QS modul 15, IEC-6 cytotox -3, HSF1 inhib 8, HSF1 activator -5, HIF activator -0.2, KLF5 inh -15 and aSyn 5UTR inh 14.
COCCn1c(SCC(N)=O)nnc1-c1c[nH]c2ccccc12 was read as HSP90 refold inh -2, Platelet DG rel 17, SKKanGAS inh -4, AI-2 QS modul 13, IEC-6 cytotox 2, HSF1 inhib -5, HSF1 activator -9, HIF activator 0.0, KLF5 inh -24 and aSyn 5UTR inh -8.
For COc1ccccc1/C=C(/C(=O)OCC(=O)Nc1ccccc1C)c1ccccc1 the results were HSP90 refold inh 2, Platelet DG rel -5, SKKanGAS inh 28, AI-2 QS modul 0, IEC-6 cytotox 5, HSF1 inhib 8, HSF1 activator 23, HIF activator -0.2, KLF5 inh -15 and aSyn 5UTR inh 6.
Screening COc1ccccc1Oc1coc2cc(O)ccc2c1=O returned HSP90 refold inh -2, Platelet DG rel -4, SKKanGAS inh 4, AI-2 QS modul 20, IEC-6 cytotox -4, HSF1 inhib -4, HSF1 activator 9, HIF activator 0.4, KLF5 inh -2 and aSyn 5UTR inh -7.
`COc1ccc(-n2nc(C(=O)NCC(=O)NCc3ccco3)c3ccccc3c2=O)cc1` gave HSP90 refold inh 1, Platelet DG rel 5, SKKanGAS inh -5, AI-2 QS modul 25, IEC-6 cytotox 5, HSF1 inhib -2, HSF1 activator -5, HIF activator -0.1, KLF5 inh -15 and aSyn 5UTR inh -17.
Screening Cc1[nH]n(-c2ccccc2)c(=O)c1C(c1cccc([N+](=O)[O-])c1O)c1c(C)[nH]n(-c2ccccc2)c1=O returned HSP90 refold inh 24*, Platelet DG rel -2, SKKanGAS inh 19, AI-2 QS modul 44, IEC-6 cytotox 6, HSF1 inhib 4, HSF1 activator -1, HIF activator -0.1, KLF5 inh 16 and aSyn 5UTR inh 3.
`CC1(C)Cc2cccc(OCC(=O)N3CCN(c4cccc(C(F)(F)F)c4)CC3)c2O1` gave Platelet DG rel 19, SKKanGAS inh 11, AI-2 QS modul 5, HSF1 inhib 6, HSF1 activator 7, HIF activator 0.0 and aSyn 5UTR inh 0.
`O=C(CSc1nnc(-c2ccco2)o1)NC1CCCCCC1` gave HSP90 refold inh 2, Platelet DG rel 0, SKKanGAS inh -9, AI-2 QS modul 10, IEC-6 cytotox 6, HSF1 inhib -6, HSF1 activator 7, HIF activator 0.0, KLF5 inh -3 and aSyn 5UTR inh 6.
For c1ccc(CCc2nc(-c3cccnc3)no2)cc1 the results were HSP90 refold inh -1, Platelet DG rel 4, SKKanGAS inh 3, AI-2 QS modul -93*, IEC-6 cytotox -1, HSF1 inhib 0, HSF1 activator 15, HIF activator 1.7, KLF5 inh -35 and aSyn 5UTR inh -90.
For CCOC(=O)N1CCN(C(=O)C2CCN(S(=O)(=O)N(CC)CC)CC2)CC1 the results were HSP90 refold inh 3, Platelet DG rel -3, SKKanGAS inh 0, AI-2 QS modul 20, IEC-6 cytotox -1, HSF1 inhib -4, HSF1 activator -1, HIF activator 0.4, KLF5 inh -36 and aSyn 5UTR inh 12.
Cc1cccc(Cn2nc(C)cc2NC(=O)Cn2cc([N+](=O)[O-])cn2)c1 was read as HSP90 refold inh -2, Platelet DG rel 1, SKKanGAS inh -7, AI-2 QS modul -28, IEC-6 cytotox 7, HSF1 inhib -2, HSF1 activator 7, HIF activator 0.4, KLF5 inh -25 and aSyn 5UTR inh 15.
For Fc1ccccc1CSc1nnc(Cn2cnc3ccccc32)n1-c1ccccc1 the results were HSP90 refold inh -4, Platelet DG rel 3, SKKanGAS inh 2, AI-2 QS modul 14, IEC-6 cytotox 1, HSF1 inhib 17, HSF1 activator 1, HIF activator -0.3, KLF5 inh -12 and aSyn 5UTR inh 7.
O=C(C[n+]1ccc(C(=O)NCc2ccccc2)cc1)c1ccc(Cl)cc1 was read as HSP90 refold inh 1, Platelet DG rel -3, SKKanGAS inh 5, AI-2 QS modul 29, IEC-6 cytotox -4, HSF1 inhib 4, HSF1 activator 6, HIF activator -0.4, KLF5 inh -15 and aSyn 5UTR inh 3.
O=C(NCC1CC1)C1(S(=O)(=O)c2ccccc2)CC=CC1 was read as HSP90 refold inh -5, Platelet DG rel -4, SKKanGAS inh 5, AI-2 QS modul 19, IEC-6 cytotox -1, HSF1 inhib -6, HSF1 activator -19, HIF activator 0.2, KLF5 inh -14 and aSyn 5UTR inh -16.
`O=C(O)CSCC(=O)N1CCCCC1` gave HSP90 refold inh 0, Platelet DG rel -3, SKKanGAS inh -9, AI-2 QS modul 22, IEC-6 cytotox 4, HSF1 inhib -5, HSF1 activator 18, HIF activator 0.4, KLF5 inh -8 and aSyn 5UTR inh 2.
Screening CCC1(C)OC(=O)NN(c2ccc(C)cc2)C1(C)O (stereo not given) returned HSP90 refold inh -1, Platelet DG rel 6, SKKanGAS inh 1, AI-2 QS modul 17, IEC-6 cytotox 12, HSF1 inhib -2, HSF1 activator 3, HIF activator 0.0, KLF5 inh -22 and aSyn 5UTR inh 24.
c1ccc(-c2nc(-c3ccco3)cs2)nc1 was read as HSP90 refold inh 5, Platelet DG rel -2, SKKanGAS inh -10, AI-2 QS modul 29, IEC-6 cytotox -8, HSF1 inhib 32, HSF1 activator 36, HIF activator 2.5, KLF5 inh 8 and aSyn 5UTR inh -183.
Screening COc1ccc(/C=C/C(=O)OCC(=O)NC2CCCC(C)C2C)cc1S(=O)(=O)N1CCOCC1 (stereo not given) returned HSP90 refold inh -2, Platelet DG rel 3, SKKanGAS inh 13, AI-2 QS modul 7, IEC-6 cytotox 1, HSF1 inhib -14, HSF1 activator -35, HIF activator -0.7, KLF5 inh -3 and aSyn 5UTR inh -10.
Screening COc1ccc(NC(=O)NNC(=O)c2ccc(-c3ccccc3)cc2)c(OC)c1 returned HSP90 refold inh 5, Platelet DG rel 5, SKKanGAS inh 2, AI-2 QS modul 0, IEC-6 cytotox -1, HSF1 inhib -23, HSF1 activator -31, HIF activator -0.5, KLF5 inh -12 and aSyn 5UTR inh 11.
For Cc1ccc(C)c(NC(=O)c2cc(-c3ccccc3O)n[nH]2)c1 the results were HSP90 refold inh -2, Platelet DG rel 9, SKKanGAS inh 5, AI-2 QS modul 10, IEC-6 cytotox -1, HSF1 inhib 23, HSF1 activator 34, HIF activator 4.3, KLF5 inh -74 and aSyn 5UTR inh -198.
Screening CCN(CC)c1ccc(C2C(C(C)=O)C(=O)CC(C)(O)C2C(C)=O)cc1 (stereo not given) returned HSP90 refold inh -1, Platelet DG rel 7, SKKanGAS inh -2, AI-2 QS modul 3, IEC-6 cytotox 0, HSF1 inhib -4, HSF1 activator -15, HIF activator -3.3, KLF5 inh -27 and aSyn 5UTR inh -3.
O=C(Cc1ccc(F)cc1)NC1CCSC1=O (stereo not given) was read as HSP90 refold inh 1, Platelet DG rel -2, SKKanGAS inh -9, AI-2 QS modul 12, IEC-6 cytotox -4, HSF1 inhib -5, HSF1 activator -8, HIF activator 0.0, KLF5 inh 15 and aSyn 5UTR inh 25.

A portion of the results above, for reference:
`O=C(O)CSCC(=O)N1CCCCC1` gave HSP90 refold inh 0, Platelet DG rel -3, SKKanGAS inh -9, AI-2 QS modul 22, IEC-6 cytotox 4, HSF1 inhib -5, HSF1 activator 18, HIF activator 0.4, KLF5 inh -8 and aSyn 5UTR inh 2.
Screening CCC1(C)OC(=O)NN(c2ccc(C)cc2)C1(C)O (stereo not given) returned HSP90 refold inh -1, Platelet DG rel 6, SKKanGAS inh 1, AI-2 QS modul 17, IEC-6 cytotox 12, HSF1 inhib -2, HSF1 activator 3, HIF activator 0.0, KLF5 inh -22 and aSyn 5UTR inh 24.
c1ccc(-c2nc(-c3ccco3)cs2)nc1 was read as HSP90 refold inh 5, Platelet DG rel -2, SKKanGAS inh -10, AI-2 QS modul 29, IEC-6 cytotox -8, HSF1 inhib 32, HSF1 activator 36, HIF activator 2.5, KLF5 inh 8 and aSyn 5UTR inh -183.
Screening COc1ccc(/C=C/C(=O)OCC(=O)NC2CCCC(C)C2C)cc1S(=O)(=O)N1CCOCC1 (stereo not given) returned HSP90 refold inh -2, Platelet DG rel 3, SKKanGAS inh 13, AI-2 QS modul 7, IEC-6 cytotox 1, HSF1 inhib -14, HSF1 activator -35, HIF activator -0.7, KLF5 inh -3 and aSyn 5UTR inh -10.
